All columns: NCI-60 one-dose screen, growth in % after 48 h at 10 µM unless noted; 100 = growth as untreated, 0 = no growth, -100 = all killed.
OVCAR-5 = OVCAR-5 ovarian cancer | 82,000 compounds, 2.9% hits | AID 1794783
DU-145 = DU-145 prostate cancer; 81,000 compounds, 4.2% hits
OVCAR-8 = OVCAR-8 ovarian cancer | 81,000 compounds, 4.4% hits | AID 1794782
U251 = U251 CNS tumor cells | AID 1794753 | 80,000 compounds, 5.4% hits
SK-OV-3 = SK-OV-3 ovarian cancer cells; 80,000 compounds, 3.2% hits
PC-3 = PC-3 prostate cancer cells; 80,000 compounds, 3.9% hits
OVCAR-4 = OVCAR-4 ovarian cancer cells | 80,000 compounds, 3.7% hits | AID 1794784
OVCAR-3 = OVCAR-3 ovarian cancer; 79,000 compounds, 7% hits
SF-295 = SF-295 CNS cancer cells | 79,000 compounds, 5.6% hits | AID 1794758
* hit, by the source's call; . = no result given; & = joins results of further samples. How the source made its calls: active means growth percent below 10; inactive means the rest. No enrichment for hits; 11% or so of the library scored in one or more.

SMILES	OVCAR-5	DU-145	OVCAR-8	U251	SK-OV-3	PC-3	OVCAR-4	OVCAR-3	SF-295
C#CCn1c2c(c3ccccc31)C[C@]1(C)[C@H]3CC[C@@H]4[C@H]5[C@H]6OC(=O)[C@@]5(CCC6(C)C)CC[C@@]4(C)[C@]3(C)CC[C@H]1C2(C)C	103	107	103	96	112	87	106	109	105
C[C@H]1OC(n2cc(F)c(=O)[nH]c2=O)C(O)[C@@H]1O (stereo not given in full)	101	94	97	91	103	92	106	109	94
CCOC(=O)c1cnc2nc(NCc3ccc(OC)c(OC)c3)[nH]n2c1=O	95	104	99	93	94	94	115	111	92
Nc1ccccc1-c1ccc(-c2ccc(Cl)c(Cl)c2Cl)c2c1[nH]c1ccccc12	116	85	90	85	90	66	73	74	100
C=CCOC(=O)COC(=O)C(C)(C)OC(C)=O	96	111	101	98	101	101	104	108	99
Cn1c(=O)c2nc(NCc3ccccc3)sc2n(C)c1=O	109	124	108	114	105	95	114	116	115
COc1nc(NCC(C)C)nc(NCC(C)C)n1	108	108	103	102	100	99	104	104	.
N#Cc1ccc(Cn2cc(CSc3nc4ccccc4s3)nn2)cc1	93	99	106	105	103	98	86	101	95
Cc1ccc(Nc2ccc(O)c3c2C(=O)c2ccccc2C3=O)cc1	96	115	99	97	93	86	109	112	107
O=c1cc(-c2nc3ccc(F)cc3s2)c2cc(Cl)c(Cl)cc2o1	102	87	100	89	107	75	72	89	90
COc1ccc(/C=C(\C#N)c2ccc(C)cc2)cc1OC	105	110	98	93	113	98	93	124	114
CCOC(=O)/C=C/c1cccc([N+](=O)[O-])c1	117	119	103	89	115	112	109	109	100

Fetched by compound from above:
SMILES	OVCAR-5	DU-145	OVCAR-8	U251	SK-OV-3	PC-3	OVCAR-4	OVCAR-3	SF-295
Nc1ccccc1-c1ccc(-c2ccc(Cl)c(Cl)c2Cl)c2c1[nH]c1ccccc12	116	85	90	85	90	66	73	74	100
C=CCOC(=O)COC(=O)C(C)(C)OC(C)=O	96	111	101	98	101	101	104	108	99
Cc1ccc(Nc2ccc(O)c3c2C(=O)c2ccccc2C3=O)cc1	96	115	99	97	93	86	109	112	107
O=c1cc(-c2nc3ccc(F)cc3s2)c2cc(Cl)c(Cl)cc2o1	102	87	100	89	107	75	72	89	90
COc1nc(NCC(C)C)nc(NCC(C)C)n1	108	108	103	102	100	99	104	104	.
C[C@H]1OC(n2cc(F)c(=O)[nH]c2=O)C(O)[C@@H]1O (stereo not given in full)	101	94	97	91	103	92	106	109	94

(list continues)
SMILES	OVCAR-5	DU-145	OVCAR-8	U251	SK-OV-3	PC-3	OVCAR-4	OVCAR-3	SF-295
COC(=O)[C@H](C)NC(=O)[C@@H]1CCCN1C(=O)CNC(=O)[C@H](C)NC(=O)OCc1ccccc1	112	116	105	99	106	106	109	124	104
COc1ccc(NCc2cn(-c3ccc(C(F)(F)F)cc3)nc2-c2ccc(C(=O)O)cc2)cc1C(F)(F)F	99	84	70	64	100	57	80	72	64
O=S(=O)(O)C1=CC(=N\Cl)/C=CC/1=N/Cl	105	109	102	101	105	110	101	110	90
COc1cccc(-c2nn(-c3ccccc3)cc2-c2ccnc(NCCCNC(=O)c3ccc(F)cc3)c2)c1	85	66	46	36	48	27	42	38	36
CCOC(=O)C(C)(CSSCC(C)(NC(=O)c1ccc2ccccc2c1)C(=O)OCC)NC(=O)c1ccc2ccccc2c1 (stereo not given)	127	117	91	95	107	108	104	110	96
O=C(CCCCl)NCCNc1nccc(Nc2ccc(S(=O)(=O)Nc3ccccn3)cc2)n1	108	111	94	96	102	83	124	108	95
CCCNC(C)C(=O)Nc1ccccc1C (stereo not given)	104	114	103	98	102	106	109	112	110
O=C(Nc1ccc(Cl)cc1)Nc1ccc(Oc2ncnc3sc4c(c23)CCCC4)cc1	113	92	95	.	91	58	94	86	101
O=C(CCCNC(=O)OCc1ccccc1)Oc1ccc([N+](=O)[O-])cc1	108	113	103	106	106	102	110	114	96
O=C(O)C1c2ccccc2-c2ccccc21	97	103	113	107	102	99	99	120	106
CCOC(=O)c1c2c(n(-c3ccc(Br)cc3)c1-c1ccccc1)C=CCC2	99	106	.	93	99	78	82	107	104
O=c1c2cnn(-c3ccccc3)c2n2cnnc2n1-c1ccccc1	108	95	90	89	78	72	112	110	92
O=C(CCN1CCCC1)Nc1ccc2c(NCCc3ccccc3)c3ccccc3nc2c1	7.4*	-23*	3.2*	-24*	-6.9*	-36*	-25*	-38*	-2.9*
CC(=O)Nc1ncc2c(n1)-c1cccn1CC2	99	117	103	102	111	100	112	117	101
O=c1nc2sc3nc4ccccc4cc3cc-2s1	120	114	112	115	108	.	115	140	104
Cc1cc(C)c(F)cc1N	108	106	.	.	91	104	113	107	121
CC(=O)Nc1ccc(-n2cnc3cc(-c4ccc(NS(C)(=O)=O)cc4)ccc32)cc1	79	58	67	60	88	63	60	63	51
Cn1ncc(CC(=O)O)c1N1C=Nc2ccccc2S1(=O)=O	93	110	109	109	99	95	108	105	103
COc1ccc(C2C(C#N)=C(N)Oc3c2sc2c(C)cccc32)cc1 (stereo not given)	23	22	23	25	67	11	50	4.9*	3.5*
C/C=C/C=C/C1OC23CCCCC2C(C#N)(C(=N)O3)C1(C#N)C#N (stereo not given)	119	97	90	95	110	98	106	100	101
COc1cc(CC(CC(=O)c2ccc3c(c2)OCO3)C(=O)O)cc(OC)c1OC (stereo not given)	86	118	95	103	107	110	114	115	88
CN(C)CC/C=C1/c2ccccc2Sc2ccc(Cl)cc21	99	121	109	99	110	86	95	107	87
COc1cc2c(cc1OC)C(=O)C(CC1CCN(C(=O)Nc3ccc(C)cc3)CC1)C2 (stereo not given)	87	104	106	106	98	89	90	100	96
Cc1ccc(-c2nc(N3CCCNCC3)c3oc(-c4ccccc4)nc3n2)cc1	-87*	-15*	-44*	-86*	95	-89*	-63*	-86*	-90*
CCOC(=O)NC(Cc1ccccc1)c1ccccc1 (stereo not given)	106	110	104	100	108	95	106	119	106
Nc1c(C(=O)Nc2cccc(C(F)(F)F)c2)sc2nc3c(cc12)CCCC3	99	95	87	87	98	79	78	97	84
CC(C)/C=C/CC[C@](C)(O)[C@H]1CC[C@]2(C)[C@@H]1CC[C@@H]1[C@@]3(C)C/C(=C/c4ccccn4)C(=O)C(C)(C)[C@@H]3CC[C@]12C	101	53	63	83	95	42	57	75	93
Cc1cccc(/C=C/c2c(C(=O)c3ccccc3)c(C)nc3ccccc23)c1	95	97	92	83	99	78	81	93	88
Cn1c(=O)c2c(ncn2CN2CCOCC2)n(C)c1=O	109	103	99	99	99	108	117	109	92
Cn1c(SSc2ccc(-c3cccnc3)n2C)ccc1-c1cccnc1	115&141	107&115	103&97	106&73	120&131	68&65	101&80	102&99	94&78
O=c1ccc(=O)n(CCc2ccccn2)[nH]1	107	104	100	104	101	104	103	104	96
COc1ccc(C(=O)/C=C/c2ccc(Cl)cc2)cc1S(N)(=O)=O	79	91	11	32	83	-56*	102	62	98
Nc1nc2c(s1)C(c1ccc(OC3CCCC3)cc1)CC(=O)N2 (stereo not given)	104	106	97	91	102	93	101	97	100
Cc1ccc(CN2CC3(Cc4c(C(C)(C)C)nn(-c5ccccc5)c42)C(=O)CC(C)(C)CC3=O)cc1	108	109	96	85	98	58	77	78	.
CC(C)=C[C@@H]1CC2Cc3cc(Cl)ccc3N1O2 (stereo not given in full)	94	111	104	105	96	.	85	104	107
CC(=O)C1=C(O)C2(C)c3c(O)c(C)c(O)c(C(C)=O)c3OC2CC1=O (stereo not given)	97	91	61	66	106	75	78	61	29
N/C(=N\S(=O)(=O)c1cccc(C(F)(F)F)c1)Nc1nc2ccccc2s1	96	115	94	102	89	97	105	112	101
C(=N/Nc1ncc(-c2cc3cc(-c4ccccc4)ccc3o2)s1)/c1cccs1	94	97	100	99	113	.	90	97	98
CCN(CC)c1ccc(NC(=O)c2cccs2)cc1	110	102	83	86	113	55	.	84	100
CC(C)c1ccc(CNc2sc3c(c2C#N)CCC(=O)C3)cc1	107	94	90	83	100	72	64	97	100
c1ccc2c(c1)NC1(CCCCC1)n1nccc1-2	92	116	96	.	89	88	93	101	91
CCOC(=O)CSc1nc2sc3c(c2c(=O)n1-c1ccccc1)CCCCC3	103	108	103	93	100	109	116	93	96
CN(C)CCCN=c1cc2c(=O)n(CCCN(C)C)c(=O)c3c(NCCCN(C)C)cc4c(O)n(CCCN(C)C)c(=O)c1c4c3-2	0.7*	-41*	5.3*	3.6*	-4.2*	12	.	-39*	-35*
CC(C)Sc1nc(Nc2ccc(C(=O)O)cc2)c(C#N)c(-c2ccccc2)n1	94	96	99	103	114	99	93	.	107
CCOC(=O)C1=NNC(c2ccc(Cl)cc2)C1C(=O)N1C(=S)NC(=O)C1CC(C)C (stereo not given)	101	107	100	105	94	97	96	113	106
COc1ccc(C(C)O)cc1 (stereo not given)	93	114	97	100	113	95	103	122	92
O=C(CSc1nnc(-c2cccs2)n1-c1ccccc1)Nc1ccc(F)cc1	97	107	94	99	82	99	96	111	91
c1ccc(/C(=N\N=C(/c2ccccc2)c2cccs2)c2cccs2)cc1	98	105	95	103	105	100	97	100	96
COc1cccc(CNCCN2C(=O)c3ccc4c5c(ccc(c35)C2=O)C(=O)N(CCNCc2cccc(OC)c2)C4=O)c1	120	113	68	77	114	79	76	25	113
O=C1CCCC(=O)C1	99	111	97	100	106	99	104	121	106
CC(=O)c1ccc(-c2cn3ccnc3c(-c3ccc4ncn(C5CCCCC5)c4c3)n2)cc1	112	102	94	97	112	82	125	102	102
CC/C(=C(/c1ccc(Cl)cc1)c1ccc(OCCN2CCCCC2)cc1)c1ccc(OC)cc1	65	83	66	41	95	31	69	66	55
CCN(CC)CC(=O)N1CCOCC1	124	116	106	107	109	101	.	115	104
CCCc1ccc(-c2cc(C(Cl)Cl)no2)cc1	94	108	109	101	124	113	113	107	93
C#CC1(OC(C)=O)CCCCC1	100	106	99	92	75	93	109	109	97
COc1ccccc1/C=C1\Oc2cc(OCCCN3CCCC3)ccc2C1=O	84	98	94	77	108	86	89	95	99
C=CCN1C(=O)CS/C1=N/S(=O)(=O)c1ccc(NNc2c3ccccc3nc3ccccc23)cc1	114	101	93	97	92	78	93	94	95
CCOC(=O)c1cn(CC)c2cc(N(C)CCc3ccc(OC)c(OC)c3)c(F)cc2c1=O	106	107	102	94	109	108	101	111	.
CC12SCC(C(=O)NCc3ccccc3C(F)(F)F)N1C(=O)c1ccccc12 (stereo not given)	103	102	93	92	101	80	93	115	94
NC(=O)C1(C(=O)O)OC1(c1ccc(Cl)cc1)c1ccccc1Cl (stereo not given)	112	131	101	106	110	92	103	127	123

Among those listed so far, two have a nitro group on carbon.
SMILES	OVCAR-5	DU-145	OVCAR-8	U251	SK-OV-3	PC-3	OVCAR-4	OVCAR-3	SF-295
CCOC(=O)/C=C/c1cccc([N+](=O)[O-])c1	117	119	103	89	115	112	109	109	100
O=C(CCCNC(=O)OCc1ccccc1)Oc1ccc([N+](=O)[O-])cc1	108	113	103	106	106	102	110	114	96

Further structures
SMILES	OVCAR-5	DU-145	OVCAR-8	U251	SK-OV-3	PC-3	OVCAR-4	OVCAR-3	SF-295
N=C1C(c2nc(-c3ccc(Br)cc3)cs2)=C(O)CN1CC1CCCO1 (stereo not given)	89	70	53	75	113	7.9*	75	105	91
CC1(C)[C@@H](O)CC[C@]2(C)[C@H]3CC[C@@H]4[C@H]5[C@H](C(=O)/C=C/c6ccc(C(F)(F)F)cc6)CC[C@]5(CO)CC[C@@]4(C)[C@]3(C)CC[C@@H]12	109	70	56	54	99	44	38	52	72
COc1ccc(C2CC(c3ccc(Nc4nc(NCCO)nc(NCCO)n4)cc3)=NN2c2ccc(Cl)cc2)cc1 (stereo not given)	110	77	81	66	105	43	82	65	56
Nc1nnc(-c2cc(=O)oc3ccc(Cl)cc23)s1	115	114	102	100	103	93	99	105	99
CN(C)c1ccc(-c2nc3ncc(Br)cc3o2)cc1	100	100	100	100	95	83	113	112	109
CC(=O)Nc1ccc(-c2cn(-c3cccc(C(=O)Nc4cccc(OC(F)(F)F)c4)c3)nn2)cn1	108	84	57	74	94	85	102	110	87
COc1ccc(/C=C2\C(=O)N(C(=O)c3csc(NC(C)=O)n3)N=C2C)cc1	110	108	96	101	100	99	109	.	105
FC(F)(F)c1ccc2c(Nc3cccc(C4CC(c5ccccc5)=NN4c4ccc(Cl)cc4)c3)ccnc2c1 (stereo not given)	95	48	30	29	81	34	67	20	58
O=C(O)c1ccccc1C(=O)c1ccc(I)cc1	107	109	107	102	96	91	109	107	102
CC1CN(Cc2ccco2)C(=S)NC1=O (stereo not given)	102	104	108	115	106	100	118	114	112
CC(=O)Nc1cc2cc(N=CN(C)C)ccc2oc1=O	107	117	106	95	114	102	110	110	.
COc1ccc(NC(=O)CSc2nnc(-c3ccc4nc(-c5ccc(Cl)cc5)[nH]c4c3)o2)cc1OC	96	116	109	125	102	102	116	122	101
O=CC(O)C1OC(=O)C(O)C1O (stereo not given)	102	115	103	100	104	91	98	106	122
O=C(CNC(=O)OCc1ccccc1)OC(c1ccccc1)c1ccccc1	104	117	103	99	108	89	95	115	123
NC(=S)N/N=C/C=C/c1ccco1	100&109	109&109	103&111	101&107	111&120	98&96	94&96	106&107	100&103
Cc1ccc(Nc2nc(N)[nH]c(=O)c2N=O)cc1C	104	112	86	81	97	89	100	.	90
